Source: PubChem (The Scripps Research Institute Molecular Screening Center)
IDE act = IDE (human) activation, cell-based; HEK cells, FAbeta-B cleavage, fluorescence polarization; 0% vehicle, 100% cell-free pure enzyme wells; activation, % at 5.96 µM; 340,000 tested, 0.073% active;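 active means activation above the mean of all tested compounds plus 3 SD, set per screening campaign, cut at about 17% in these data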
Target sequence (P14735 whole entry, looked up): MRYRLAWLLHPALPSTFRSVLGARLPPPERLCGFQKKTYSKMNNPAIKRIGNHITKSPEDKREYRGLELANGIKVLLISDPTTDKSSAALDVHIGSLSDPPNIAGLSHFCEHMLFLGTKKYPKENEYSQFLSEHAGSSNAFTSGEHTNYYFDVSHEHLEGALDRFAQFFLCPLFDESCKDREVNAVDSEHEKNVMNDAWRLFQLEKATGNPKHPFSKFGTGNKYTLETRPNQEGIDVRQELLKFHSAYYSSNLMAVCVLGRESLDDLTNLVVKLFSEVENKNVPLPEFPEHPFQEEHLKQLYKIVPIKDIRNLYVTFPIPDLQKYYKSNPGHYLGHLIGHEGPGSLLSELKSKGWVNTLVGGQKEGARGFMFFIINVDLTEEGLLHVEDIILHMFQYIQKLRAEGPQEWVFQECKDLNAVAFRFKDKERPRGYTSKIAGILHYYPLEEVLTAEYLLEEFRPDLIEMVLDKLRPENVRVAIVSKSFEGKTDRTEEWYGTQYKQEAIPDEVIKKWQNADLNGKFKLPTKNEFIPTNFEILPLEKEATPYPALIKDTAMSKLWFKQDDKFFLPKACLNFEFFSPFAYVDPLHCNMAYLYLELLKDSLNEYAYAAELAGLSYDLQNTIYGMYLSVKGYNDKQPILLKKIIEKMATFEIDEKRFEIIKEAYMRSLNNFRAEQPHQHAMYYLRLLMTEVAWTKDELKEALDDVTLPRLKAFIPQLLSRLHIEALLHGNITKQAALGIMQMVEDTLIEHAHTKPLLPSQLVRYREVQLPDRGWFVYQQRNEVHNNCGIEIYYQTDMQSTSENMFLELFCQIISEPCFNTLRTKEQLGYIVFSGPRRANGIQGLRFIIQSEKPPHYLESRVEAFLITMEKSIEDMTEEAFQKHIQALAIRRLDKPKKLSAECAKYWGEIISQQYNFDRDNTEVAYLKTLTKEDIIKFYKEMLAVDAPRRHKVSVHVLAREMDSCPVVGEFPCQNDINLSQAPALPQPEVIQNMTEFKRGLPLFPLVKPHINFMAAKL
The depositor's hits bear a star; & = joins results of further samples. Not all compounds are listed (hit frequency here may not be typical).

Preview, 4 compounds:
SMILES	IDE act
CCN(CC)S(=O)(=O)c1ccc(N2CC(C(=O)Nc3cccc(C(=O)NC4CC4)c3)CC2=O)cc1 (stereo not drawn)	7
CC[C@]1(C(=O)OC)[C@H]2C(=O)N(Cc3ccccc3)C(=O)[C@H]2[C@H]2CN=C(SCC(=O)c3ccccc3)N21	1
O=C(O)CC1(CC(=O)Nc2nccs2)CCCCC1	5
COc1cccc(C(CCc2cc(OC)c(OC)c(OC)c2)NC(C)=O)c1 (stereo not drawn)	1

Results (from the top)
SMILES	IDE act
CCN(CC)S(=O)(=O)c1ccc(N2CC(C(=O)Nc3cccc(C(=O)NC4CC4)c3)CC2=O)cc1 (stereo not drawn)	7
CC[C@]1(C(=O)OC)[C@H]2C(=O)N(Cc3ccccc3)C(=O)[C@H]2[C@H]2CN=C(SCC(=O)c3ccccc3)N21	1
O=C(O)CC1(CC(=O)Nc2nccs2)CCCCC1	5
COc1cccc(C(CCc2cc(OC)c(OC)c(OC)c2)NC(C)=O)c1 (stereo not drawn)	1
COc1ccc2[nH]c3c(c2c1)CCN1C(=O)C(CC(=O)NCc2ccco2)C[C@H](C(=O)N2CCCCC2)[C@@]31C (stereo partly drawn)	1
CN(C)c1ncnc2c1C(c1ccccc1)C(C)(C)O2 (stereo not drawn)	3
COc1cc(C(=O)NC2CCN(C)CC2)ccc1Nc1ncc2c(n1)N(C1CCCC1)CCC(=O)N2C(C)C	6
FC(F)(F)c1ccc(-c2cccc3c2C2CC3CCN2Cc2ccccc2)cc1 (stereo not drawn)	2
CC[C@H]1C(O)C[C@H]2CCN3C(=O)CCC[C@H]1[C@H]23 (stereo partly drawn)	5
CN1CCN(S(=O)(=O)c2ccc(N3CCN(c4ccccc4O)CC3)c([N+](=O)[O-])c2)CC1	1
Cc1ccc(-c2cccc(-c3cc(=O)oc4ccc(C(C)(C)C)cc34)c2)cc1	4
CC(C(=O)NCC1CCCCC1)N1CCN(S(=O)(=O)c2cccs2)CC1 (stereo not drawn)	-1
O=C(NCCNC(=O)Nc1ccc(Cl)cc1)Nc1ccc(Cl)cc1	3
Cc1ccc(COC(=O)c2cccc(S(=O)(=O)N3CCCCC3)c2)cc1	3
O=C1CCC/C1=c1\s/c(=C/c2cccnc2)c(=O)n1-c1ccccc1	-1

Shown field by field: part of the list above.
CC[C@H]1C(O)C[C@H]2CCN3C(=O)CCC[C@H]1[C@H]23 (stereo partly drawn)
  IDE act = 5
CN1CCN(S(=O)(=O)c2ccc(N3CCN(c4ccccc4O)CC3)c([N+](=O)[O-])c2)CC1
  IDE act = 1
Cc1ccc(-c2cccc(-c3cc(=O)oc4ccc(C(C)(C)C)cc34)c2)cc1
  IDE act = 4
CC(C(=O)NCC1CCCCC1)N1CCN(S(=O)(=O)c2cccs2)CC1 (stereo not drawn)
  IDE act = -1

New compounds follow.
SMILES	IDE act
CCOC(=O)CCN(C(=O)Nc1ccccc1)C1CCCCC1	5
c1cnc2ccc3c(c2c1)COCO3	2
O=C1[C@@H]2[C@@H](CN3CN(c4ccccc4)N=C(c4ccccc4)[C@@]23c2ccccc2)C(=O)N1c1ccccc1	-3
O=C(CNc1ccc(Br)cc1)NC(=O)NC1CCCCC1	-1
N#CCCN1CCN(CCC#N)c2ccccc21	4
CCN(C(=O)COC(=O)CSc1ccc(C)cc1C)c1c(N)n(Cc2ccccc2)c(=O)[nH]c1=O	-1
CC[C@]12c3[nH]c4cc(-c5ccco5)ccc4c3CCN1C(=O)[C@@H](CC(=O)NCc1ccc(OC)c(OC)c1)C[C@@H]2C(=O)N1CCN(C(=O)C2CC2)CC1	1
CCN(CC(=O)Nc1ccccc1C(F)(F)F)C(=O)CN1C(=O)NC(C)(c2ccc3ccccc3c2)C1=O (stereo not drawn)	2
O=S(=O)(c1ccc(Br)cc1F)N1CCCCC1CCO (stereo not drawn)	3
O=C(CCc1ccccc1)Nc1ccccc1OC(=O)c1ccccc1	-3
O=C1C(O)CCN1C1CCCCC1 (stereo not drawn)	4
CC(Sc1nnc2n1CCCCC2)C(=O)Nc1cccc(S(=O)(=O)N2CCOCC2)c1 (stereo not drawn)	0
NC(=S)NN=C1Cc2cccc3cccc1c23	-5
CCOC(=O)C1CCN(C(=O)COC(=O)c2cccc(NS(=O)(=O)c3ccccc3)c2)CC1	4
O=c1[nH]c(=O)n(CCCc2ccccc2)cc1-c1ccccc1	-2
O=[N+]([O-])c1ccc2nc[nH]c2c1	3
Cc1ccc(NC(=O)c2ncn(CCCNCc3ccccn3)n2)cc1C	1
COc1cccc(C(=O)NNC(=O)c2ccc3ccccc3c2)c1	-3
O=C(Cn1c(NCCO)nc2ccccc21)Nc1ccc2c(c1)OCCCO2	3
CC(C)C[C@@H](CN1CCC[C@@H]1CN1C(=O)C(=O)NC[C@@H]1Cc1ccccc1)N1C[C@H](Cc2ccc(O)cc2)N(CC2CCCCC2)C(=O)C1=O	-4
COc1ccc(C(=O)C2CC2)cc1	5
O=C1NC(c2cccc(OCc3ccccc3)c2)Nc2ccccc21 (stereo not drawn)	6
O=S(=O)(Nc1cccnc1)c1cccnc1	3
NCC1CCN(c2nc3ccccc3c3c2CCCC3)CC1	1
CC(O)C(NS(=O)(=O)c1ccc2ccccc2c1)C(=O)OCC(=O)Nc1ccccc1OC(F)F (stereo not drawn)	1
N#C/C(=C/c1ccc(-c2ccc([N+](=O)[O-])cc2)o1)C(=O)Nc1nc(-c2cccs2)cs1	7
N#CCSc1ccccc1NC(=O)CN1C(=O)C2CC=CCC2C1=O (stereo not drawn)	3
Oc1c(CN2CCOCC2)cc(CN2CCOCC2)cc1CN1CCOCC1	2
CC(=NO)c1ccc2c(c1)C(=NO)c1ccccc1-2	5
O=[N+]([O-])c1ccc(NC2CCCCC2)nc1	0
COc1ccc2[nH]c3c(c2c1)CCN1C(=O)C(CC(=O)NCCC2=CCCCC2)C[C@H](C(=O)N2CCCCC2)[C@@]31C (stereo partly drawn)	3
C=C(C)C1CC=C(C)C(=NNC(=O)c2ccncc2)C1 (stereo not drawn)	5
CC(C(=O)Nc1ccc2c(c1)OCO2)N(C)CC(=O)Nc1ccc(Cl)cc1 (stereo not drawn)	2
O=C(O)c1ccc([N+](=O)[O-])cc1Sc1ccsc1	4
O=S(=O)(c1c(F)cccc1F)N(CCc1ccc(F)cc1)C[C@@H](O)COCc1ccccc1	6
CN1CCN(c2ccc3c(c2)C2CC3CCN2C(=O)OCc2ccccc2)CC1 (stereo not drawn)	3
CC1CCN(C(=O)c2ccc(NC3=C(Cl)C(=O)N(Cc4ccccc4)C3=O)cc2)CC1	-1
Cc1cccc(NC(=O)CNC(=O)c2cc(C3CC3)nn2-c2ccccc2)c1C	-1
Cc1ccc(CSCC(=O)Nc2cc(S(=O)(=O)N3CCOCC3)ccc2OCC(F)(F)F)cc1	6
CCN(CC)C1Oc2cc3c(cc2C(c2cc(OC)c(O)c(OC)c2)C1C)OCO3 (stereo not drawn)	3
Cc1cc(Cc2cc(C)c(O)c(CO)c2)cc(CO)c1O	5
O=C(c1ccccc1)N(C(=O)c1ccccc1)N1CCCC1	3
Nc1ccc2[nH]c(=S)[nH]c2c1	-6
COc1ccc(S(=O)(=O)N(C)C)cc1NC(=O)Cc1ccc(S(=O)(=O)N2CCOCC2)s1	7
CC(C)CN(C(=O)c1cccs1)C1CCS(=O)(=O)C1 (stereo not drawn)	0

Four compounds picked at random from the list so far:
SMILES	IDE act
O=C(c1ccccc1)N(C(=O)c1ccccc1)N1CCCC1	3
Cc1cc(Cc2cc(C)c(O)c(CO)c2)cc(CO)c1O	5
Cc1cccc(NC(=O)CNC(=O)c2cc(C3CC3)nn2-c2ccccc2)c1C	-1
CC(C)CN(C(=O)c1cccs1)C1CCS(=O)(=O)C1 (stereo not drawn)	0

The results go on.
SMILES	IDE act
Cc1cc(C)nc(NNS(=O)(=O)c2c(C)cc(C(C)(C)C)cc2C)n1	3
Cc1cc(C(=O)COc2ccc(F)cc2Br)c(C)n1C1CC1	1
Cc1ccc(C(=O)Nc2ccccc2N2CCCCC2)cc1S(=O)(=O)N1CCOCC1	2
O=C(OCc1nnc(-c2ccc([N+](=O)[O-])cc2)o1)c1ccc(F)c(S(=O)(=O)N2CCOCC2)c1	4
CCOC(=O)c1c(NC(=O)COC(=O)CCCOc2ccc(OC)cc2)sc(C(=O)N(C)C)c1C	6
CCN(c1ccccc1)S(=O)(=O)c1ccc(C(=O)NCC(c2ccccc2OC)N2CCCC2)cc1 (stereo not drawn)	7
CCOC(=O)c1cc2c(=O)n3ccccc3nc2n(Cc2ccc(Cl)cc2)c1=N	4
O=C(c1cc(C2CC2)nn1-c1ccccc1)N1CCN(S(=O)(=O)c2ccccc2)CC1	1
CC1(C2CC2)NC(=O)N(CC(=O)N2CCN(c3ccc(F)cc3)CC2)C1=O (stereo not drawn)	1
COc1ccc(CN2C(CC(=O)Nc3cccnc3)c3ccc(C(F)(F)F)cc3S2(=O)=O)cc1 (stereo not drawn)	4
COCCCNC(=O)C[C@H]1C[C@H](C(=O)N2CCCCC2)[C@@]2(C)c3[nH]c4cc(-c5ccco5)ccc4c3CCN2C1=O	0
C(=Cc1cnnc2ccccc12)c1ccccc1	1
COc1ccc(N=C2C(=S)N(c3ccc(OC)cc3)C(=NS(=O)(=O)c3ccccc3)N2c2ccccc2)cc1	1
COc1ccccc1NS(=O)(=O)c1ccc(NC(=O)c2ccccn2)cc1	-4
Cc1cc(C)c(CN2CCN(CCCn3ccc(NC(=O)OCc4ccccc4)nc3=O)CC2)c(C)c1	-2
CC(=O)Nc1ccc(NC(=O)c2cc(S(=O)(=O)N3CCCCC3)ccc2N2CCOCC2)cc1	3
O=C(Cc1cccc(NC(=O)C2CCN(C(=O)C3CCC3)CC2)c1)Nc1cccc(C(=O)N2CCCCC2)c1	3
CC(NC(=O)c1ccccc1)C(=O)NC1CCCc2ccccc21 (stereo not drawn)	2
CCCc1cc2c(cc1N(C)S(=O)(=O)c1ccccc1)OCO2	6
Nc1nc2c(ncn2-c2ccccc2)c(=O)[nH]1	3
COC(=O)C(C(=O)OC)[C@@H]1C=C[C@H](C[N+](=O)[O-])N(C(C)=O)C1	-2
CCN1C(=O)[C@H]2[C@H]3CN=C(SCc4ccc(OC)cc4)N3[C@@](CC)(C(=O)OC)[C@H]2C1=O	-1
COc1cc(C(=O)N2CCN(S(=O)(=O)c3cc(C)ccc3C)CC2)ccc1OCC(=O)N1CCOCC1	2
Cc1ccc(C(=O)C=Cc2cccc(C)c2)cc1	-2
O=C1N=C2N(CCN3CCCCC3)c3ccccc3N2/C1=C\c1ccc([N+](=O)[O-])s1	-1
O=C1CCN(Cc2ccccc2)C=C1C(=O)c1ccccc1	0
CCOC(=O)c1ccccc1NC(=O)CN1CCC(n2nnc3cc(F)ccc32)CC1	-9
O=C(CCNC(=O)c1ccco1)Nc1nc2ccccc2s1	-2
N#C/C(=C/c1ccc(-c2cccc([N+](=O)[O-])c2)o1)C(=O)Nc1nc(-c2cccs2)cs1	5
CCOC(=O)C1OC1(c1ccccc1)c1ccccc1 (stereo not drawn)	-3
CC(C)CN(C(=O)c1ccc(S(=O)(=O)N2CCCCC2)cc1)C1CCS(=O)(=O)C1 (stereo not drawn)	3
Nc1ccc(S(=O)(=O)NN=CC=Cc2ccccc2[N+](=O)[O-])cc1	5
COC(=O)c1ccc(CNC(=O)Cn2cc(C)c(=O)[nH]c2=O)cc1	5
Cc1cc(C)c(S(=O)(=O)N2CCN(c3ccccn3)CC2)c(C)c1	-1
CC1CCCN(C(=O)CN2C(=O)NC3(CCCCC3C)C2=O)C1 (stereo not drawn)	3
COc1cc(OC)c2c(c1)OC(=O)CC2c1ccc(C)cc1 (stereo not drawn)	1
CC(C)c1ccc2c(c1)CC[C@H]1[C@](C)(CN)CCC[C@]21C	1&9
Cc1cc(C)c(CN2CCN(C(=O)Cn3cnc(C(=O)Nc4ccc(C)c(C)c4)n3)CC2)c(C)c1	8
CCOC(=O)C1=CN(Cc2cccc(F)c2)S(=O)(=O)N(C)C1CCc1ccccc1 (stereo not drawn)	3
c1ccc(-c2nn(-c3ccccc3)[n+](-c3ccccc3)n2)cc1	3
O=C(O)c1cccc2cccc(-c3c4ccc(=O)c(O)c-4oc4c(O)c(O)ccc34)c12	1
COc1ccc(C2CC(c3ccc(Cl)cc3)=NN2c2ccc(S(N)(=O)=O)cc2)cc1 (stereo not drawn)	4
C1CN(CC2COC(CN3CCOCC3)CO2)CCO1 (stereo not drawn)	0
OC[C@@H]1[C@@H](c2ccc(Cl)cc2)C(c2ccccc2)=NN1c1ccccc1	2
CN(Cc1ccccc1F)C(=O)CN1C(=O)NC2(CCc3ccccc32)C1=O (stereo not drawn)	3
Cc1cc(C)c(C=NNc2nc3c([nH]2)c(=O)n(C)c(=O)n3C)c(C)c1	5
CCOc1ccc(S(=O)(=O)N2CCN(C3CC(=O)N(c4cccc(C(C)=O)c4)C3=O)CC2)cc1 (stereo not drawn)	3
CC(C)(C)CC(C)(C)c1ccc(O)c(Cc2ccc(Cl)cc2Cl)c1	5
O=C(COC(=O)/C=C/c1ccc(F)cc1)NC1CCCC1	0
O=[N+]([O-])c1ccc(NN=Cc2ccc3c(c2)OCO3)nc1	3
COc1cccc2c1C1COC3C4CC(C(=O)O)C(C(C2)N13)N4C (stereo not drawn)	-2
Cc1ccc(C(=O)N2[C@@H]3CN(C)C(=O)[C@@]2(Cc2ccccc2)[C@H]2C(=O)N(C)C(=O)[C@@H]32)cc1	-1
Cc1ccc(S(=O)(=O)CS(=O)(=O)c2ccc(C)cc2)cc1	-3
O=[N+]([O-])c1ccc(CS(=O)Cc2ccccc2)cc1 (stereo not drawn)	3
